# Screening results (PubChem)
# Hsp70 inhibitors: Hsp70 inhibitors, probe displacement, primary screen, biochemical, fluorescence polarization (AID 583); one-dose displacement, % at 20 µM; IC50 in µM for titrated hits; 0.06% of 140,000 active; Hsp70 fluorescence polarization probe displacement, mP; higher % means a stronger effect; in the data active = displacement above about 50%;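 also: plate controls were vehicle for no effect and reference ligand for full effect; a part of the inactive calls stands beside numbers as strong as those of hits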
# MKP-3 inhibition: MKP-3 phosphatase inhibitors, primary screen, biochemical, rat enzyme, in vitro (AID 425). Dual specificity protein phosphatase 6 (Rattus norvegicus). recombinant MKP-3 phosphatase activity, fluorescence; higher % means a stronger effect. 0.17% of 110,000 active. one-dose inhibition, % at 20 µM; IC50 in µM for titrated hits; in the data active = inhibition above about 50%;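 also: plate controls were vehicle for no effect and reference inhibitor for full effect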
# * = called active by the depositor; . = not tested or not shown; & = joins results of further samples. Not all compounds are listed; count on the stated rates, not on these rows.
# Start of the data: the first two records as a preview:
Hsp70 inhibitors	MKP-3 inhibition	SMILES
-4.9%	-12%	COc1ccc(C)cc1NC(=O)c1nnn(Cc2cccc(F)c2)c1N
1.3%	-5%	COC(=O)C(O)(NC(=O)NC(C)=O)C(F)(F)F (centres undefined)

# Main list, from the start:
Hsp70 inhibitors	MKP-3 inhibition	SMILES
-4.9%	-12%	COc1ccc(C)cc1NC(=O)c1nnn(Cc2cccc(F)c2)c1N
1.3%	-5%	COC(=O)C(O)(NC(=O)NC(C)=O)C(F)(F)F (centres undefined)
-4.9%	0%	CCCCNC(=O)C(=O)NCCN1CCOCC1
5.4%	2%	Oc1oc(-c2ccccc2)nc1C=Nc1ccc(I)cc1
0.5%	.	CCC(=O)c1cc2c(C)cc(=O)oc2c(C)c1OC
2.6%	1%	O=C(Nc1nnc(-c2ccco2)s1)c1ccccc1I
0.0%	6%	Cc1ccc(/C=C(\C#N)c2nc(-c3cc4cc(Br)ccc4oc3=O)cs2)o1
1.0%	-2%	CCOc1ccc(C2(C)C(=O)N(CN3CCOCC3)C(=O)N2CN2CCOCC2)cc1 (centres undefined)
1.7%	-13%	CCc1ccc(C(=O)N2CCN(c3ccc(F)cc3)CC2)s1
-1.0%	.	CC(=O)c1cnc2cc(C)nn2c1C
-2.2%	5%	NC(=O)CNC(=O)c1ccc(C#CC2(O)CCCCC2)cc1
-2.5%	3%	COc1ccc(Br)cc1CN1CCN(C2CCCCC2)CC1
-6.3%	-2%	O=S(=O)(Nc1ccc2c(c1)OCCO2)c1ccc2oc3ccccc3c2c1
38%	0%	COC(=O)c1ccccc1NC(=O)c1cccc([N+](=O)[O-])c1C
0.3%	2%	CC(=O)Nc1cccc(/C(C)=N/N=C2/NC(=O)C(CC(=O)Nc3ccc(C(=O)O)cc3)S2)c1 (centres undefined)
2.7%	0%	COc1ccc(S(=O)(=O)N2CCC(C(N)=O)CC2)c2ccccc12
2.0%	-4%	CCN(CC)c1ccc(C2C(C(=O)OCCOC)=C(C)NC3=C2C(=O)CCC3)cc1 (centres undefined)
5.0%	0%	CCOCCCn1c(SCC(=O)Nc2ccc(C(N)=O)cc2)nc2ccccc2c1=O
27%	-2%	O=C(CN1C(=O)C2C3C=CC(C3)C2C1=O)NCc1ccc2c(c1)OCO2 (centres undefined)
-0.2%	0%	CC1(C)CC(=O)C2=C(C1)NC(=O)CC2c1ccc(F)cc1 (centres undefined)

# Arranged by SMILES length (high to low): some entries from above.
Hsp70 inhibitors	MKP-3 inhibition	SMILES
0.0%	6%	Cc1ccc(/C=C(\C#N)c2nc(-c3cc4cc(Br)ccc4oc3=O)cs2)o1
2.6%	1%	O=C(Nc1nnc(-c2ccco2)s1)c1ccccc1I
-4.9%	0%	CCCCNC(=O)C(=O)NCCN1CCOCC1

# Going on with the list.
Hsp70 inhibitors	MKP-3 inhibition	SMILES
4.0%	-8%	O=C(Cn1ncc2c(=O)oc3ccccc3c21)NCCCN1CCCC1=O
0.4%	0%	CC(C)CCN(C(=O)CNC(=O)c1ccco1)C(C(=O)NC1CCCCC1)c1ccco1 (centres undefined)
1.0%	1%	CSc1nccn1CC(=O)Nc1ccccc1
4.5%	-2%	O=C(Cn1c(=O)n(Cc2ccco2)c(=O)c2ccccc21)Nc1cccc(Cl)c1
-3.8%	4%	COc1ccc(C(=O)N2CCN(Cc3ccc(Br)cc3)CC2)cc1OC
3.7%	0%	CC(Oc1ccc(Cl)cc1Cl)C(=O)Nc1c(Cl)cccc1Cl (centres undefined)
7.1%	0%	CSCCOC(=O)C1=C(C)NC(=O)NC1c1cccc([N+](=O)[O-])c1 (centres undefined)
-1.0%	3%	CC(C)(C)C(=O)Oc1ccc2c(=O)c(Oc3ccccc3Br)coc2c1
8.0%	-3%	NNC(=O)COc1cccc2ccccc12
1.1%	7%	Cc1occc1-c1nnc(SCC(=O)N2CCN(c3ccc(F)cc3)CC2)n1C
0.2%	.	COc1ccc(-c2c(C#N)c(N)nc3c2CCCCCC3)cc1OC
-3.2%	-2%	O=C1C=CC(=O)N1c1cccc(Cl)c1
-9.5%	-4%	CCCCN(C)C(=O)C1CCN(CCCc2ccccc2)CC1
2.3%	-12%	Cc1ccc(C)c(NC(=O)CSc2nnc(Cc3cccn3C)n2-c2ccc(F)cc2)c1
4.6%	-1%	COc1ccc(S(=O)(=O)NCC(C)C)cc1Br
-2.1%	-2%	COc1ccc(C(=O)CSc2nnc(COc3ccc(Cl)cc3Cl)o2)cc1
4.2%	-8%	O=C(O)c1c2c(nc3ccc(S(=O)(=O)N4CCC(C(=O)N5CCCCC5)CC4)cc13)CCCC2
-1.8%	1%	Cc1nnc(N/N=C\c2c(Cl)cccc2Cl)[nH]c1=O
6.7%	-9%	O=C(NCc1ccco1)C(Cc1ccccc1)N1C(=O)C2C3C=CC(C3)C2C1=O (centres undefined)
-1.5%	0%	CC1(C)CC(=O)c2c(oc3c(Br)cc(NS(=O)(=O)c4ccccc4)cc23)C1
8.8%&-2.8%	-3%&2%	CCOc1ccc(S(=O)(=O)NCc2ccco2)c2ccccc12
2.9%	-10%	CC(NC(=O)Nc1nccs1)(C(F)(F)F)C(F)(F)F
-4.9%	-5%	O=C(CSCC(=O)Nc1nccs1)Nc1ccccc1
-1.5%	3%	C=CCOc1ccc(C2/C(=C(\O)c3ccc(F)cc3)C(=O)C(=O)N2CCCN(C)C)cc1 (centres undefined)
1.8%	-3%	COc1ccc(-n2c(=S)[nH]c3nc4c(cc3c2=O)COC(C)(C)C4)cc1
-2.6%	6%	CCCCOC(=O)c1ccc(NC(=O)c2c(Cl)cccc2Cl)cc1
3.8%	2%	Cc1ccc(N(CC(=O)Nc2c(C)cccc2C)S(=O)(=O)c2ccc(F)cc2)cc1
4.1%	-2%	COc1ccc(N2C(=O)CC(Sc3ncn[nH]3)C2=O)c(OC)c1 (centres undefined)
4.6%	3%	COc1ccc(OC)c(-c2cc(C(=O)Nc3cc(C)on3)no2)c1
-4.1%	.	CSc1nc(-c2ccc(Cl)cc2)nn1S(=O)(=O)c1ccc(Cl)cc1
4.1%	3%	COC(=O)c1cc(=O)n(Cc2cccs2)c(=NCc2cccs2)s1
-1.5%	-4%	S=c1[nH]nc(-c2ccccc2)n1C1C=CCCC1 (centres undefined)
4.8%	-3%	COc1ccc(CCNC(=O)COc2ccc(Br)cc2)cc1OC
5.0%	-4%	CCOC(=O)C(NC(=O)Nc1cccc(C)n1)(OCC(F)(F)F)C(F)(F)F (centres undefined)
-3.3%	-11%	COc1ccc(-c2ccc(-c3noc(C)n3)c(OC)n2)cc1
-0.4%	1%	Brc1ccc2ncnc(Nc3ccccc3)c2c1
-1.9%	-4%	CCC(=O)N1CCN(c2ccccc2NC(=O)COc2cc(C)ccc2C(C)C)CC1
-3.1%	.	O=C(OCc1ccc(Cl)cc1Cl)c1cccnc1Cl
-6.7%	-1%	O=[N+]([O-])c1ccc(/C=N/Nc2nnc(-c3ccccc3)c(-c3ccccc3)n2)cc1
7.0%	9%	CC(C)C(NS(=O)(=O)c1cccc2nsnc12)C(=O)N1CCc2ccccc2C1 (centres undefined)
6.8%	10%	COc1ccccc1Cn1nnc2c(=O)[nH]c(C3CCN(C(=O)c4ccc(C)cc4)CC3)nc21
-2.3%	-7%	COc1ccc(CCNC(=O)C2(C)CCC(=O)N2Cc2ccc3c(c2)OCO3)cc1OC (centres undefined)
1.7%	-5%	COc1cc(/C=c2\sc3nc4ccccc4n3c2=O)ccc1OS(=O)(=O)c1ccccc1[N+](=O)[O-]
0.5%	1%	CCOc1ccc2ccc(OCC)c(/C=c3\sc4nc5ccccc5n4c3=O)c2c1
0.7%	4%	CC(C)(C)c1ccccc1OCC(O)CN1CCN(c2ccccc2)CC1 (centres undefined)
0.2%	-3%	COc1ccccc1OCc1ccc(C(=O)NC(C)(C)C)o1
-0.6%	-5%	COc1ccc2cc3cc(C(=O)NCCN4CCc5ccccc5C4)oc3nc2c1
2.4%	-6%	O=c1c2ccccc2nc(SCc2cn3ccsc3n2)n1-c1ccccc1
24%	.	CCOc1ccccc1N1Cc2ccccc2C1
-2.5%	2%	Clc1cccc(-n2ncnc2-c2cccc(Br)c2)c1

# Next compounds
Hsp70 inhibitors	MKP-3 inhibition	SMILES
-1.6%	-9%	Cn1c(CNc2ccccc2)cc(=O)n(C)c1=O
1.4%	4%	Oc1ccc2c(c1)C1CCCC1(N1CCOCC1)O2 (centres undefined)
6.1%	-2%	CCC(=O)N1CCc2cc(S(=O)(=O)NCCC(=O)Nc3cc(C)cc(C)c3)ccc21
8.6%	.	C=CCN1C(=O)CSC1=Nc1ccc(O)cc1
-1.9%	.	O=C(c1cc2c(ccc3ccccc32)o1)N1CCN(c2ncc(C(F)(F)F)cc2Cl)CC1
4.4%	.	CCOc1ccc(-n2c(SCC(=O)Nc3ccccc3C)n[nH]c2=O)cc1
-1.1%	-14%	CCC(NC(=O)Cn1cnc2c(=O)n(C)c(=O)n(C)c21)c1ccccc1 (centres undefined)
2.2%	7%	Cn1c(SCC(=O)NCc2ccc(F)cc2)nc2ccccc21
0.3%	2%	Cc1c(Br)c(=O)[nH]c(=O)n1Cc1ccccc1
-6.7%	-8%	CC(C)CC(=O)Nc1ccccc1N1CCN(C(=O)c2ccccc2)CC1

# Continued (6 carried over from the part before).
Hsp70 inhibitors	MKP-3 inhibition	SMILES
-1.9%	.	O=C(c1cc2c(ccc3ccccc32)o1)N1CCN(c2ncc(C(F)(F)F)cc2Cl)CC1
4.4%	.	CCOc1ccc(-n2c(SCC(=O)Nc3ccccc3C)n[nH]c2=O)cc1
-1.1%	-14%	CCC(NC(=O)Cn1cnc2c(=O)n(C)c(=O)n(C)c21)c1ccccc1 (centres undefined)
2.2%	7%	Cn1c(SCC(=O)NCc2ccc(F)cc2)nc2ccccc21
0.3%	2%	Cc1c(Br)c(=O)[nH]c(=O)n1Cc1ccccc1
-6.7%	-8%	CC(C)CC(=O)Nc1ccccc1N1CCN(C(=O)c2ccccc2)CC1
-2.4%	0%	O=C1/C(=C/c2cc([N+](=O)[O-])ccc2Cl)SC(=S)N1c1ccccc1
-1.6%	-7%	O=S(=O)(NCc1ccccn1)c1ccc(F)cc1
0.7%	.	O=C1CSC2(C(=O)N3CCCc4cccc2c43)N1c1cccc(C(F)(F)F)c1 (centres undefined)
0.4%	0%	Cc1ccc(-c2csc(Nc3cccc4ccccc34)n2)cc1C
0.6%	-12%	C1CN(c2nc3nonc3n3nnnc23)CCO1
-0.6%	-4%	COc1ccc(S(=O)(=O)N2CCN(CC(=O)Nc3ccc(F)c(F)c3)CC2)cc1
2.4%	2%	O=[N+]([O-])c1cccc(S(=O)(=O)Nc2ccc3c(c2)OCCO3)c1
-1.1%	.	Cc1ccc(C(=O)NCCCn2ccnc2)cn1
-1.6%	1%	COc1ccccc1C1CC(c2ccc(Br)cc2)=NN1C(=O)CCC(=O)O (centres undefined)
-1.5%	-5%	COc1ccc(CCNC(=O)Cn2nnc(-c3cccc(OC)c3OC)n2)cc1OC

# Molecules shown so far that have a COOH group:
Hsp70 inhibitors	MKP-3 inhibition	SMILES
0.3%	2%	CC(=O)Nc1cccc(/C(C)=N/N=C2/NC(=O)C(CC(=O)Nc3ccc(C(=O)O)cc3)S2)c1 (centres undefined)
4.2%	-8%	O=C(O)c1c2c(nc3ccc(S(=O)(=O)N4CCC(C(=O)N5CCCCC5)CC4)cc13)CCCC2
-1.6%	1%	COc1ccccc1C1CC(c2ccc(Br)cc2)=NN1C(=O)CCC(=O)O (centres undefined)

# (next part)
Hsp70 inhibitors	MKP-3 inhibition	SMILES
7.4%	3%	CC(=O)N1CCC(O)(c2cccc(C(F)(F)F)c2)CC1
-2.8%	4%	Cc1cccc(NC(=O)CC(c2ccccc2)c2ccccc2)n1
0.7%	-11%	CC1=C(C(=O)Nc2cc(C)ccn2)C(c2ccc(C)cc2)C2=C(CCCC2=O)N1 (centres undefined)
0.1%	-4%	O=C(Nc1cccc2ccccc12)N1CCOCC1
-2.5%	-3%	Cc1cc(Nc2nnnn2-c2ccccc2)n(-c2ccc(Cl)cc2)n1
0.1%&-3.3%	-4%	COc1ccc2c(c1[N+](=O)[O-])CCC/C2=N/OC(=O)c1ccccc1SC
2.9%	.	CCOC(=O)c1c(NC(=O)CN(C)C)sc(C(=O)N(CC)CC)c1C
5.5%	8%	O=C1N=c2ccc(Br)cc2=C1c1sc(NS(=O)(=O)Cc2ccccc2)nc1O
-4.8%	4%	O=C(CCCn1c(=O)[nH]c2ccsc2c1=O)NCc1cccs1
-2.3%	4%	O=C(NC(C(=O)Nc1nccs1)C12CC3CC(CC(C3)C1)C2)c1ccccc1 (centres undefined)
0.1%	-2%	CCOc1ccc(-n2c(CN3C(=O)c4ccccc4C3=O)nc3ccccc3c2=O)cc1
-0.8%	4%	Cc1ccc(S(=O)(=O)N2CCN(C(=O)COC(=O)c3cc(C)oc3C)CC2)cc1
-2.6%	3%	Cc1ccc(NC(=O)c2ccc3c(c2)OCCO3)c([N+](=O)[O-])c1
-0.2%	-11%	COc1ccccc1NC(=O)N1CCN(c2cc(-c3ccccc3)nc3ncnn23)CC1
3.2%	-2%	CCOC(=O)NCc1ccc(Cl)cc1
6.1%	-5%	c1cncc(CNc2c3c(nc4nnnn24)CCCC3)c1
2.8%	7%	O=C(Nc1nc2c(s1)CCc1ccccc1-2)c1cccs1
2.7%	-2%	O=C(NCCc1c[nH]c2ccccc12)c1c(Cl)nc2sccn12
-3.1%	1%	COc1ccc(S(=O)(=O)NC2CCCCC2)c(C)c1C
4.8%	4%	CCOC(=O)C1C(=O)CC(O)(c2ccccc2)CC1c1ccccc1 (centres undefined)
7.5%	-2%	Cc1ccc(Nc2nc(Oc3ccc(=O)[nH]n3)nc(N(C)C)n2)cc1
